Bioassay records deposited in PubChem BioAssay by National Center for Advancing Translational Sciences (NCATS).
G9a block: qHTS Assay for Inhibitors of Histone Lysine Methyltransferase G9a | Histone-lysine N-methyltransferase EHMT2 (Homo sapiens), Q96KQ7 | G9a H3K9 monomethylation, AlphaScreen, 2 h | Potency, µM (series often up to 102 µM), for inactives: at the top dose activity, negative = inhibition, most hits filed as inhibitors | hit rate 8.8% among 350,000 | AID 504332, 2011; also: potency is read from the fitted curve at half-maximal effect; % is scaled to controls: 0 for no effect and ±100 for the full control effect; nearly all actives have a fitted effect of over 75% in size
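AlphaScreen read-out: biotin-H3K9 peptide (500 nM) methylation by 20 nM enzyme with 20 uM SAM, 2 h at room temperature after 15 min compound preincubation; anti-monomethyl H3K9 antibody plus donor/acceptor beads, 10 min dark.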
Tb PGK inh: qHTS Assay to Find Inhibitors of Phosphoglycerate Kinase; Phosphoglycerate kinase, glycosomal (Trypanosoma brucei brucei), P07378; PGK/GAPDH coupled, Kinase-Glo luminescence, 60 min; Potency, µM (doses to about 57.5 µM), without a hit: at the highest dose activity change, negative = inhibition, actives largely listed as inhibitors; hit rate 0.043% among 380,000; also: potency is read from the fitted curve at half-maximal effect; % is scaled to controls: 0 for no effect and ±100 for the full control effect; nearly all actives have a fitted effect of over 60% in size
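Recombinant glycosomal PGK reaction used 1,3-bisphosphoglycerate generated in-well by GAPDH (100nM final) in 100mM TEA pH 7.6, 5mM MgCl2, 0.01% Tween-20. After 60 minutes at room temperature, ATP was read by Kinase-Glo Plus luminescence end-point.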
Pin1 inhibitor: qHTS Assay to Find Inhibitors of Pin1; Peptidyl-prolyl cis-trans isomerase NIMA-interacting 1 (Homo sapiens), Q13526; AID 504891, 2011; Pin1 FP peptide displacement, HiFluor488, 10 min; Potency, µM (highest dose often 115 µM), inactives show at the top dose activity, negative = inhibition, hits mostly inhibitors; hit rate 0.009% among 390,000; active = well fitted inhibition curve with a large enough effect in the polarisation, with a control signal flat, not every such curve was filed as active; inconclusive = small, poorly fitted or top-dose-only effect, or effect the other way, or a change in a side signal; inactive = no such curve, though single readings can be large or run the other way; the % refers to the polarisation; also: potency is read from the fitted curve at half-maximal effect; % is scaled to controls: 0 for no effect and ±100 for the full control effect
PI4K2A inh: qHTS for small molecular inhibitors of PI4K2A | Phosphatidylinositol 4-kinase type 2-alpha (Homo sapiens), Q9BTU6 | purified PI4K2A, ADP-Glo luminescence, 1 h; hits give low values | activity change, negative = inhibition, % at 76.9 µM | hit rate 0.13% among 420,000 | AID 1346378, 2018; in the data active = activity change below about -50%; inconclusive = mostly about -30% to -49%;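 also: -100% = wells without enzyme as full effect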
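ADP-Glo luminescence measured ADP generated by PI4K2A enzyme (4 ug/mL before mixing) with 1.2 mM PI substrate (pre-mix) and 300 microM ATP (pre-mix). Tris pH7.5 buffer with MgCl2, Triton X-100; 1 h reaction at ambient temperature.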
JMJD2A Tudor inh: qHTS Assay for Inhibitors of JMJD2A-Tudor Domain. Lysine-specific demethylase 4A (Homo sapiens), O75164. AlphaScreen JMJD2A-Tudor / H3K4me3 peptide binding. hit rate 4.4% among 390,000. Potency, µM (doses to about 114 µM), for the others: top-dose activity change, negative = inhibition, actives largely listed as inhibitors; also: potency is read from the fitted curve at half-maximal effect; % is scaled to controls: 0 for no effect and ±100 for the full control effect; nearly all actives have a fitted effect of over 50% in size
BAZ2B block: qHTS Assay for Inhibitors of BAZ2B; AlphaScreen BAZ2B-H3K14Ac peptide displacement; Bromodomain adjacent to zinc finger domain protein 2B (Homo sapiens), Q9UIF8; AID 504333, 2011; Potency, µM (series often up to 114 µM), inactives show top-dose activity change, negative = inhibition, usual class: inhibitors; hit rate 4.4% among 360,000; also: potency is read from the fitted curve at half-maximal effect; % is scaled to controls: 0 for no effect and ±100 for the full control effect; nearly all actives have a fitted effect of over 60% in size
Target sequence (Q9UIF8 whole entry, looked up, the tested form may be a part): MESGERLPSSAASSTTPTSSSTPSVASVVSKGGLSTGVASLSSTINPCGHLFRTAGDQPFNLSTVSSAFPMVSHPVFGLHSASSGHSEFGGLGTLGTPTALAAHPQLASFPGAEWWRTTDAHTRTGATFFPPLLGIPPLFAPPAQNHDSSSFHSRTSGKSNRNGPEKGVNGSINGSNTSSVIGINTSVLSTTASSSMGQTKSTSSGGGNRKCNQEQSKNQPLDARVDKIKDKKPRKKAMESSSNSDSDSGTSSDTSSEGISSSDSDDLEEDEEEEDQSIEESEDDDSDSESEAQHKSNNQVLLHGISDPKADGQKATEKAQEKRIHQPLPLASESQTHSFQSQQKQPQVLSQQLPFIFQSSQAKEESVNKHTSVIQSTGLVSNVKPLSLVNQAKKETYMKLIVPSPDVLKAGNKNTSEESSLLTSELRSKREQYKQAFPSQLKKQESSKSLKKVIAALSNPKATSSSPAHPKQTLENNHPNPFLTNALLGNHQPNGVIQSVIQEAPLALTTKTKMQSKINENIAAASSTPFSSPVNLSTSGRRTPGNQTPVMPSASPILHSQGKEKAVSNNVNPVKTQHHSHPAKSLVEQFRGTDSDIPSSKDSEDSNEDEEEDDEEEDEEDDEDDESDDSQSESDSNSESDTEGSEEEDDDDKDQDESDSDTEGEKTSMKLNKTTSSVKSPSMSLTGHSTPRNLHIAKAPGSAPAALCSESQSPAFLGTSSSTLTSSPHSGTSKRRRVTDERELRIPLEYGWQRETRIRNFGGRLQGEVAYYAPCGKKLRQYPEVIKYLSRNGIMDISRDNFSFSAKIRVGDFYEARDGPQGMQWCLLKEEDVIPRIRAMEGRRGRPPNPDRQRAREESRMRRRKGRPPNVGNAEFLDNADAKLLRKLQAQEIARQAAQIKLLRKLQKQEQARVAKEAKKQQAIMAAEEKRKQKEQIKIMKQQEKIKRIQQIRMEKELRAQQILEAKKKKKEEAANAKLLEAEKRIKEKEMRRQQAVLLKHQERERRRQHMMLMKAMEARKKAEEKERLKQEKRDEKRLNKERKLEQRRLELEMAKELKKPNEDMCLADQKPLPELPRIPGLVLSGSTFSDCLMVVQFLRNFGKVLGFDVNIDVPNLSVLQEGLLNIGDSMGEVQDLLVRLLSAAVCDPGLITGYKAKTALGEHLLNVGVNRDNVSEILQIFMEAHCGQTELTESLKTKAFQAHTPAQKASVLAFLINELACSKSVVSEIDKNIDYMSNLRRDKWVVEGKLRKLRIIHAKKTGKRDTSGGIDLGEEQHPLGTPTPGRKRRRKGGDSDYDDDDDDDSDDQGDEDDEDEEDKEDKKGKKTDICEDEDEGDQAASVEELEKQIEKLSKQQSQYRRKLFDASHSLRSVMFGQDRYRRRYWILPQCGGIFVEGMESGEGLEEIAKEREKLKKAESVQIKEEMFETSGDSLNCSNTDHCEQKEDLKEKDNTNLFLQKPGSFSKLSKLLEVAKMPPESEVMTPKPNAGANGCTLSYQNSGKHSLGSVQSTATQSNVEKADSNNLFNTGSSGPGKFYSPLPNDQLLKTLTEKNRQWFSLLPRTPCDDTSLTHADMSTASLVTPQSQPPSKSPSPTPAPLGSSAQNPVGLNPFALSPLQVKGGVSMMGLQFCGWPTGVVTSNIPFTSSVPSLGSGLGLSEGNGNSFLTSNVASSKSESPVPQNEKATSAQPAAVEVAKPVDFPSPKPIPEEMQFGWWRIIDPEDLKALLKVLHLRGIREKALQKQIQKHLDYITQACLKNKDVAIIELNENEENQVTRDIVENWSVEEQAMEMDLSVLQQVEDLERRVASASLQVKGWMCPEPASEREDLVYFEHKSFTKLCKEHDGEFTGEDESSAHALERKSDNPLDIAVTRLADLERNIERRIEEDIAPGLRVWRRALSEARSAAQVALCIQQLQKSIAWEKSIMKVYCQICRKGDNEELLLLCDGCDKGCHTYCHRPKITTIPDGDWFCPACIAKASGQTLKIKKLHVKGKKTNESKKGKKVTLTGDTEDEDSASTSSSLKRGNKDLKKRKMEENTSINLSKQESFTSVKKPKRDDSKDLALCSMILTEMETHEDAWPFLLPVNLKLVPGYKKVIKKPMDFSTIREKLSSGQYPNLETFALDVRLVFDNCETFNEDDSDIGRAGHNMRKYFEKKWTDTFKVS
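Protein-peptide AlphaScreen: BAZ2B 50 nM, b-H3K14Ac 50 nM, 1x PBS pH 7.4 + 0.01% Tween-20. Preincubation 30 min RT; cpd 30 min RT (top 110 uM); beads 20 min RT, light-protected.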
HP1b binding inh: HTS for Inhibitors of HP1-beta Chromodomain Interactions with Methylated Histone Tails; Chromobox protein homolog 1 (Homo sapiens), P83916; AlphaScreen HP1-beta / biotin-H3K9me3 peptide binding; Potency, µM (doses to about 114 µM), inactives show at the top dose activity change, negative = inhibition, hits mostly inhibitors; hit rate 0.56% among 390,000; AID 540317, 2011; also: potency is read from the fitted curve at half-maximal effect; nearly all actives have a fitted effect of over 70% in size; inactives centre near 23
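AlphaScreen: HP1-beta (50 nM) preformed 30 min with biotin-H3(1-18)K9me3 peptide (50 nM) in PBS pH 7.4, 0.01% Tween-20. Compound added for 30 min at RT, then streptavidin donor/nickel chelate acceptor beads (10 ug/mL) for 30 min.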
ERG-DNA inh: qHTS for Small Molecule Inhibitors of the ERG Ets/DNA interaction | fluorescence polarization, His-ERG Ets domain / labelled DNA | Potency, µM (highest dose often 76.9 µM), for inactives: top-dose FP activity, negative = inhibition, hits mostly inhibitors | hit rate 0.028% among 370,000 | AID 624246, 2012; active = well fitted inhibition curve with a large enough effect in the polarisation, with a control signal flat; inconclusive = small, poorly fitted or top-dose-only effect, or effect the other way, or a change in a side signal; inactive = no such curve, though single readings can be large or run the other way; the % refers to the polarisation;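 also: polarization taken with two DNA probes labelled with fluorescein and Texas red; potency is read from the fitted curve at half-maximal effect; % of control where 0% means no effect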
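His-tagged ERG Ets domain (1 uM in the protein solution; 300mM KCl, 50mM Tris-HCl, 1mM EDTA, 1mM DTT, pH 7.5) received compound, then a probe mix of 5 nM fluorescein-DNA and 100nM Texas-615-DNA. Fluorescence polarization was read for both dyes.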
GLS inh: qHTS for Inhibitors of Glutaminase (GLS). Glutaminase kidney isoform, mitochondrial (Homo sapiens), O94925. GLS enzymatic activity, qHTS titration. Potency, µM (series often up to 45.5 µM), for inactives: at the highest dose activity change, negative = inhibition, most hits filed as inhibitors. hit rate 0.21% among 410,000. AID 624170, 2012; also: potency is read from the fitted curve at half-maximal effect; % is scaled to controls: 0 for no effect and ±100 for the full control effect
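hKGA in 45 mM KH2PO4 (pH 8.2), 0.02% Tween-20 with compound, then 1mM L-Glutamine (stock as added) plus glutamate oxidase/HRP/Amplex red coupling mix. Fluorescence read initially and after 30 min at RT; signal change reflects glutamate formation.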
* = called active by the depositor; [ ] = dose if it differs, or a comment. Unless noted, calls follow the shape of the dose curve; as a rule, active = well fitted curve in the direction sought with a large enough effect; inconclusive = small, poorly fitted or top-dose-only effect, or another doubt; inactive = no such curve, though single readings can be large; an effect the other way counts as inactive or inconclusive.

CCOC(=O)Nc1cc(Br)c2c(c1)OCCO2 was read as G9a block -13%[12.7 µM], Tb PGK inh -9%, Pin1 inhibitor -3%, PI4K2A inh 3, JMJD2A Tudor inh -4%, BAZ2B block 8%, HP1b binding inh 23% and GLS inh 20%.
CCOc1cc2c(C#N)c(N3CCCCC3)nc(N)c2c(N)n1 was read as G9a block 1%[12.7 µM], Tb PGK inh -1%, Pin1 inhibitor inconclusive, PI4K2A inh 2, JMJD2A Tudor inh -36%, BAZ2B block -32%, HP1b binding inh 6%, ERG-DNA inh 15% and GLS inh 22%.
CC(=O)Nc1ccc(S(=O)(=O)Nc2nccc(/C=C/c3ccc(Cl)cc3)n2)cc1 was read as G9a block -19%[59 µM], Tb PGK inh inactive, Pin1 inhibitor -3%, PI4K2A inh 1, JMJD2A Tudor inh -10%, BAZ2B block -21%, HP1b binding inh 6%, ERG-DNA inh 5% and GLS inh 3%.
O=C(NCCN1CCCC1)c1ccc2c(=O)n(CCc3ccccc3)c(=O)[nH]c2c1 was read as G9a block 7%[2.33 µM], Tb PGK inh -3%, Pin1 inhibitor inconclusive, PI4K2A inh -1, JMJD2A Tudor inh -19%, BAZ2B block -29%, HP1b binding inh 36%[activator], ERG-DNA inh -9% and GLS inh 10%.
For CC(C)(CN1CCN(Cc2ccccc2)CC1)NS(=O)(=O)c1ccccc1 the results were G9a block 24%, Tb PGK inh 1%, Pin1 inhibitor -6%, PI4K2A inh -21, JMJD2A Tudor inh -5%, BAZ2B block -3%, HP1b binding inh 14%, ERG-DNA inh -3% and GLS inh 5%.
For CN(C)c1ccc(/C=N/NC(=O)CSc2ccccn2)cc1 the results were Tb PGK inh 0%, Pin1 inhibitor -5%, PI4K2A inh 1, JMJD2A Tudor inh -23%, BAZ2B block -28%, HP1b binding inh 8%, ERG-DNA inh 3% and GLS inh 7%.
Cc1oc(-c2cccc(Cl)c2)nc1CS(=O)(=O)CC(=O)NC1CC1 was read as G9a block 50µM*, Tb PGK inh -8%, Pin1 inhibitor -7%, PI4K2A inh -3, JMJD2A Tudor inh -15%, BAZ2B block -25%, HP1b binding inh 88%[activator], ERG-DNA inh 1% and GLS inh 6%.
Screening COc1cc(S(=O)(=O)NCCCN2CCOCC2)ccc1Cl returned G9a block 3%[59 µM], Tb PGK inh -13%, Pin1 inhibitor 2%, PI4K2A inh -1, JMJD2A Tudor inh -3%, BAZ2B block -21%, HP1b binding inh 13% and GLS inh -5%.
For COc1ccccc1OCCn1c(C)c(C=O)c2ccccc21 the results were G9a block 9%, Tb PGK inh inactive, Pin1 inhibitor -4%, PI4K2A inh -1, JMJD2A Tudor inh -14%, BAZ2B block -6%, HP1b binding inh 27%, ERG-DNA inh -1% and GLS inh 0%.
Screening Brc1ccccc1-c1nnc2sc(Cc3ccccc3)nn12 returned G9a block inconclusive, Pin1 inhibitor -1%, PI4K2A inh 2, JMJD2A Tudor inh -7%, BAZ2B block 4%, HP1b binding inh 27%, ERG-DNA inh 8% and GLS inh 2%.

Entries above that have an aryl methoxy group, in the order listed:
Screening COc1cc(S(=O)(=O)NCCCN2CCOCC2)ccc1Cl returned G9a block 3%[59 µM], Tb PGK inh -13%, Pin1 inhibitor 2%, PI4K2A inh -1, JMJD2A Tudor inh -3%, BAZ2B block -21%, HP1b binding inh 13% and GLS inh -5%.
For COc1ccccc1OCCn1c(C)c(C=O)c2ccccc21 the results were G9a block 9%, Tb PGK inh inactive, Pin1 inhibitor -4%, PI4K2A inh -1, JMJD2A Tudor inh -14%, BAZ2B block -6%, HP1b binding inh 27%, ERG-DNA inh -1% and GLS inh 0%.

The list goes on:
`COc1ccc(NC(=O)N2CCCC2C(=O)Nc2ccccc2F)cc1` (stereo unspecified) gave G9a block -11%, Tb PGK inh inactive, Pin1 inhibitor -14%, PI4K2A inh 2, JMJD2A Tudor inh -6%, BAZ2B block -7%, HP1b binding inh 38%, ERG-DNA inh 0% and GLS inh 47%[activator].
Screening O=C(Nc1cccc2cccnc12)c1ccc(Br)cc1Br returned G9a block 10%, Tb PGK inh 0%, Pin1 inhibitor 6%, PI4K2A inh -7, JMJD2A Tudor inh 1%, BAZ2B block 3%, HP1b binding inh 78%[activator], ERG-DNA inh -12% and GLS inh -4%.
For CCOCc1c(C(=O)NCC(c2ccco2)N2CCCC2)oc2ccccc12 (stereo unspecified) the results were Tb PGK inh -7%, Pin1 inhibitor 11%, PI4K2A inh -3, JMJD2A Tudor inh -31%, HP1b binding inh 12%, ERG-DNA inh -4% and GLS inh 12%.
`Cc1c(C2=CCN(S(=O)(=O)c3cccc(Cl)c3)CC2)c2ccccc2n1CC(=O)N1CCCC1` gave G9a block -2%[59 µM], Tb PGK inh inactive, Pin1 inhibitor inconclusive, PI4K2A inh 4, JMJD2A Tudor inh -6%, BAZ2B block -25%, HP1b binding inh 41%, ERG-DNA inh inconclusive and GLS inh -4%.
For CCOC(=O)N1CCN(C(=O)c2ccc(NS(=O)(=O)c3ccc(C)cc3)cc2)CC1 the results were G9a block 10%, Tb PGK inh 4%, Pin1 inhibitor -5%, PI4K2A inh -1, JMJD2A Tudor inh 0%, BAZ2B block 11%, HP1b binding inh 47%[activator], ERG-DNA inh -12% and GLS inh 2%.
For N#Cc1ccccc1S(=O)(=O)N1CCN(C(=O)C2CCCC2)CC1 the results were G9a block 9%, Tb PGK inh -1%, Pin1 inhibitor -7%, PI4K2A inh 9, JMJD2A Tudor inh -3%, BAZ2B block 14%, HP1b binding inh 39%[activator], ERG-DNA inh 4% and GLS inh -6%.
Screening Cc1ccc2c(Cl)cc(Cl)c(OCC(=O)Nc3cc(S(=O)(=O)N(C)C)ccc3C)c2n1 returned G9a block 71µM*, Tb PGK inh -8%, Pin1 inhibitor 18%, PI4K2A inh 2, JMJD2A Tudor inh -22%, BAZ2B block 2%, HP1b binding inh 52%[activator], ERG-DNA inh 10% and GLS inh -1%.
CC1CCc2c(nc3ncnn3c2N2CC(C)OC(C)C2)C1 (stereo unspecified) was read as G9a block 1%[2.33 µM], Tb PGK inh 3%, Pin1 inhibitor 3%, PI4K2A inh 10, JMJD2A Tudor inh 15%, BAZ2B block 23%, HP1b binding inh 27%, ERG-DNA inh -3% and GLS inh -3%.
`COc1ccccc1/C=N/NC(=O)C(=O)N1CCN(c2ccccc2OC)CC1` gave G9a block -5%[59 µM], Tb PGK inh 3%, Pin1 inhibitor 33%[activator], PI4K2A inh 4, JMJD2A Tudor inh -10%, BAZ2B block -18%, HP1b binding inh 20%, ERG-DNA inh 13% and GLS inh -3%.
CCOc1ccc(OC(=O)NC(c2ccccc2)C(Cl)(Cl)Cl)cc1 (stereo unspecified) was read as G9a block 4%[0.0925 µM], Tb PGK inh 7%, Pin1 inhibitor 8%, PI4K2A inh 7, JMJD2A Tudor inh -5%, BAZ2B block inconclusive, HP1b binding inh 23%, ERG-DNA inh -1% and GLS inh 8%.
O=c1oc2c(CN3CCCCC3)c(O)ccc2c2c1CCCC2 was read as G9a block 8%[59 µM], Tb PGK inh -2%, Pin1 inhibitor 2%, PI4K2A inh -1, JMJD2A Tudor inh -9%, BAZ2B block -5%, HP1b binding inh 33% and GLS inh 34%[activator].
For CCOC(=O)c1nnn(CC(=O)Nc2cccc(F)c2)c1C(=O)OCC the results were G9a block 2%, Tb PGK inh -9%, Pin1 inhibitor -1%, PI4K2A inh 6, JMJD2A Tudor inh -9%, BAZ2B block 14%, HP1b binding inh 21%, ERG-DNA inh 1% and GLS inh -1%.
COCCCN(CC(=O)Nc1ccc(F)cc1)S(=O)(=O)c1cccs1 was read as Tb PGK inh 3%, Pin1 inhibitor -3%, PI4K2A inh -2, JMJD2A Tudor inh -3%, HP1b binding inh 32%[activator], ERG-DNA inh 11% and GLS inh 1%.
For O=C(CCC1CCCC1)Nc1ccccc1-c1ccccc1 the results were G9a block 24%[59 µM], Tb PGK inh -7%, Pin1 inhibitor -1%, PI4K2A inh 4, JMJD2A Tudor inh 67%[activator], BAZ2B block 23%, HP1b binding inh 112%[activator] and GLS inh 2%.
For Cc1cccnc1NC(=O)CNC(=O)c1ccccc1 the results were G9a block -8%[12.7 µM], Tb PGK inh -7%, Pin1 inhibitor 2%, PI4K2A inh -8, JMJD2A Tudor inh -6%, BAZ2B block -5%, HP1b binding inh 38%, ERG-DNA inh -1% and GLS inh -1%.
